Jurkat NFkB inh – inhibitors of induced NF-kB luciferase reporter, primary screen, TCR NF-kB activation inhibitor project, cell-based, luminescence, uHTS | Jurkat, PMA/ionomycin-induced NF-kB luciferase reporter | 0.53% of 330,000 active | inhibition, % at 4 µM | AID 435003, 2010; in the data active means inhibition above about 50%
CCR6 antag – CCR6 receptor antagonists, primary screen, cell-based, CHO-K1, luminescence, beta-arrestin, uHTS. C-C chemokine receptor type 6 (Homo sapiens), P51684. CHO-K1 CCR6 PathHunter beta-arrestin, CCL20-stimulated. inhibition, % at 20 µM. 0.49% of 340,000 active;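 active means compounds whose inhibition of the agonist-driven luminescence signal at 20 µM reaches about 50%, limit read from the data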;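 further: cells stimulated with CCL20 at 14 nM final; plate controls were DMSO with CCL20 for no effect and DMSO without agonist for full effect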
Target sequence (P51684 whole entry, looked up): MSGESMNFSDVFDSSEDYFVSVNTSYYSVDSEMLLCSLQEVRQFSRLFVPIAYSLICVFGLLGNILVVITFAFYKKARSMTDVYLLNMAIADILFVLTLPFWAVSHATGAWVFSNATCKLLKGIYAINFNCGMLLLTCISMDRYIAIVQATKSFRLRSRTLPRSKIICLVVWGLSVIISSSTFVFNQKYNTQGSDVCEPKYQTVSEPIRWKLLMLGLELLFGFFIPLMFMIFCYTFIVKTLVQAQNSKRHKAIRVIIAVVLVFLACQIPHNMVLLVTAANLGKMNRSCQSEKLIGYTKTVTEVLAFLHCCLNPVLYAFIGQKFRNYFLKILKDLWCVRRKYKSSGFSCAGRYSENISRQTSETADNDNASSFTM
XBP1 UPR activ – activators of adaptive XBP1 UPR arm, primary screen, cell-based, CHO-XBP1 luciferase reporter, luminescence, uHTS. IRE1-XBP1 UPR activation; percent of tunicamycin response, DMSO as zero. activation, % at 20 µM. 0.33% of 330,000 active. AID 463104, 2010;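 active means versus positive control, 20 µM dose yields 30% or more activation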;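 further: 100% = tunicamycin at 10 µg/mL and 0% = DMSO only wells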
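Material – CHO cell line with stable XBP1 luciferase reporter · Buffer or medium – F12 plus 10% FBS · Compound – single point, 20 µM final compound, 1% DMSO · Schedule – 16-18 h cell attachment at 37 °C, then 6 h compound exposure · Signal – Steady-Glo luminescence read · Benchmarks – high control tunicamycin 10 µg/mL final, low control DMSO vehicle only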
Mdm2-MdmX inh – inhibitors of human Mdm2-MdmX association, primary screen, cell-based, luminescence, split luciferase, SaOS-2, uHTS; SaOS-2 split-luciferase Mdm2/MdmX complementation; inhibition, % at 8 µM; 3% of 330,000 active;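 active means inhibition of at least 50% at 8 µM in the primary screen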
CHOP UPR activ – activators of apoptotic CHOP UPR arm, primary screen, cell-based, CHO-CHOP luciferase reporter, luminescence, uHTS. UPR activation; percent of tunicamycin response over DMSO baseline. activation, % at 10 µM. 0.34% of 330,000 active;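 active means at 10 µM dose, activation of 40% or more, normalized to positive control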;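 further: 100% = tunicamycin at 10 µg/mL and 0% = DMSO alone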
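Test system: CHO-CHOP cells, stable luciferase reporter of PERK-eIF2a-CHOP signalling | Quantity: 500 CHO-CHOP cells per well | Buffer or medium: F12 plus 10% serum | Compound dosing: 10 µM single point, 0.5% DMSO | Schedule: 6 h compound treatment, 37 °C | Signal: Luciferase luminescence | Control set: Tunicamycin high control, DMSO low control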
697 NFkB inh – inhibitors of PMA/ionomycin-induced NF-kB reporter, 697 cells, primary screen, B-cell NF-kB inhibitor project, cell-based, luminescence, uHTS; 697 B-cell NF-kB luciferase reporter, 16 h; inhibition, % at 4 µM; 0.33% of 330,000 active; in the data active means inhibition above about 35%
EBI2 antag – EBI2 receptor antagonists, beta-arrestin recruitment, primary screen, cell-based, luminescence, 7a,25-OHC stimulation, uHTS. 7a,25-OHC stimulated. inhibition, % at 5 µM. 0.81% of 360,000 active. AID 651636, 2012; in the data active means inhibition above about 38%;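 further: enzyme fragment complementation signal reports receptor beta-arrestin coupling in cells; 0% = agonist plus DMSO wells and 100% = wells without agonist; some results beyond the cut were filed as inactive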
Target sequence (P32249 whole entry, looked up, the tested form may be a part): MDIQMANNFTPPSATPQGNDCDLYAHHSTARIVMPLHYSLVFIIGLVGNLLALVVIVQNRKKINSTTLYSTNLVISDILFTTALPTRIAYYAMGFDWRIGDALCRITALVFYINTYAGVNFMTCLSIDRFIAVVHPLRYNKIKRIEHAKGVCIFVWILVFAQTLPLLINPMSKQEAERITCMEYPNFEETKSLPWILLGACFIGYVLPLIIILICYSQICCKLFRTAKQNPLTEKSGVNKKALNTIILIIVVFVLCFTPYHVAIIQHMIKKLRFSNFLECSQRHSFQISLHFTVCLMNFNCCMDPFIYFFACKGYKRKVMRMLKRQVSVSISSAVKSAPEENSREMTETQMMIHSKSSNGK
Gli-Sufu block – Gli-Sufu pathway antagonists, primary screen, luciferase luminescence, Sufu-KO-LIGHT cells, uHTS | Sufu-KO-LIGHT fibroblasts, Gli luciferase reporter luminescence | inhibition, % at 5 µM | 0.74% of 340,000 active | AID 588413, 2011;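 active means inhibition above about 55%, limit read from the data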;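 further: 0% = DMSO-treated cells and 100% = wells with medium but no cells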
CXCR6 inh – CXCR6 receptor inhibitors, primary screen, cell-based, beta-arrestin, luminescence, CHO-K1 PathHunter, 1536-well. C-X-C chemokine receptor type 6 (Homo sapiens), O00574. inhibition, % at 20 µM. AID 602244, 2012. 0.36% of 360,000 active; in the data active means inhibition above about 34%, passing the limit was not always enough;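 further: antagonist mode with CXCL16 agonist at 10 nM final; 0% = 10 nM CXCL16 with DMSO and 100% = unstimulated wells without agonist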
An asterisk follows results filed as active; / = not tested or not shown. Compounds as they come; any-hit rate near 5%.

SMILES	Jurkat NFkB inh	CCR6 antag	XBP1 UPR activ	Mdm2-MdmX inh	CHOP UPR activ	697 NFkB inh	EBI2 antag	Gli-Sufu block	CXCR6 inh
O=C(CSc1ncn[nH]1)N/N=C/c1ccc(Br)cc1	4	21	2	7	1.5	11	0	-5	-6
Cc1ccc(C(=O)CNc2ccc(C)cc2C)cc1	-6	79*	3	26	1.5	-4	2	4	31
CCOC(=O)C[C@H]1c2ccc(C(F)(F)F)cc2S(=O)(=O)N1c1ccccc1	19	4	1	-4	1.3	16	2	4	1
CCCCN(CCCC)CCNC(=O)c1cn(C)c2ccc(S(=O)(=O)N3CCCC3)cc2c1=O	-8	15	-2	12	-1.2	-20	-6	/	7
COc1ccc2c(c1)OC[C@H]1[C@H]2N2C(=O)c3cc(Br)ccc3NC(=O)[C@@]2(C)[C@H]1c1ccccc1	20	15	-5	17	0.3	15	5	8	1
COc1ccc(CNC(=O)[C@@H]2CC=C[C@@H]3CCN(Cc4ccc(Cl)c(Cl)c4)C(=O)[C@@H]32)cc1	13	8	-2	3	-1.7	4	13	10	0
Cc1cccc(N(C)c2ccc3cc(S(=O)(=O)N4CCCC4)ccc3n2)c1	1	22	-3	11	-1.1	-23	5	-29	2
Cn1c(=O)oc2cc(S(=O)(=O)NC3CCCCCCC3)ccc21	10	3	2	18	-0.5	-38	-3	10	-3
O=C(/C=C\Nc1cccc(F)c1)c1cccs1	-174	9	-6	-147	0.0	-177	4	-53	0
CC(C)C(c1nnnn1C1CCCC1)N1CCN(C(=O)c2ccco2)CC1 (configuration not stated)	-9	7	-4	-56	-0.4	4	2	5	11
CCc1ccccc1NC(=O)NNC(=O)c1ccc2ccccc2c1O	2	-7	-5	18	2.3	4	-15	-8	-3
O=C(CSc1nnc(-c2cccs2)n1-c1ccccc1)NCC1CCCO1 (configuration not stated)	3	7	-1	16	0.5	-14	-4	-4	-5
Cc1nc(C)n(CC(O)COc2ccc3c(c2)CCC3)n1 (configuration not stated)	-2	17	-3	30	-2.1	8	-10	-6	4
CCOCc1nnc(NC(=O)c2cc(OC)cc(OC)c2)s1	-2	-1	0	19	0.4	7	-6	1	-5
CCCCN1C(=O)CC(Nc2ccc(CC)cc2)C1=O (configuration not stated)	-51	6	7	-29	3.7	-52	-4	32	0
Nc1cc(=O)nc(SCC(=O)N(C2CCCCC2)C2CCCCC2)n1-c1ccccc1	-8	5	0	-27	3.9	6	-5	9	3
Cc1ccc(-c2nc(C#N)c(N3CCC(C)CC3)o2)cc1	-14	10	4	-9	2.9	-3	7	-29	-10
C=C1C(=O)O[C@@H]2C[C@@H](C)[C@@H]3C=CC(=O)[C@@]3(C)[C@@H](OC(C)=O)[C@H]12	96*	50	-9	100*	-8.0	100*	/	96*	/
O=C(NC1CCCC1)c1cc(-c2ccccc2)nc2ccccc12	-9	13	-3	21	2.1	2	-11	-8	12
Cc1ccc(Nc2nc3ccccc3o2)cc1F	-113	-2	7	-134	7.6	-152	-13	-8	-10
COc1ccccc1CNC(=O)C(=O)NCC1OCCCN1S(=O)(=O)c1ccc(F)cc1C (configuration not stated)	14	0	-5	8	0.5	9	-17	8	6
O=C(Nc1ccc2oc(=O)ccc2c1)c1cc2ccccc2o1	-95	2	0	-112	3.2	-64	21	20	7
Cc1ccsc1/C=N/N=C1\C(=O)Nc2ccccc21	-25	7	4	17	2.8	-22	-16	-51	1
Nc1cc(N)nc(SCc2cccnc2)n1	-8	8	0	4	-0.3	12	-14	-4	-4
C[C@@H](NC(=O)c1nc[nH]c1C(=O)NCC(=O)OCc1ccccc1)c1ccccc1	-19	6	0	8	-1.8	-12	-8	-1	-10
COc1ccc(N2CSC3=C(C#N)C(c4cc(OC)c(OC)cc4OC)CC(=O)N3C2)c(OC)c1 (configuration not stated)	-1	-10	-2	-41	-0.5	-6	-7	2	-8
Nc1nc(-c2cc(-c3ccccc3)no2)cs1	-92	-4	-5	-226	1.1	-198	0	-84	-12
Cc1nonc1C(=O)N/N=C/c1ccc(O)cc1	-14	0	-1	-31	2.6	-67	2	-9	-4
Cc1ccc(C)c(N2CCN(C(=O)CN3C(=O)c4ccccc4C3=O)CC2)c1	6	0	0	-32	0.3	3	2	5	3
Cc1ccc(S(=O)(=O)N2CCOCC2)cc1NC(=O)CNCc1ccc(Cl)cc1Cl	4	5	-5	-8	1.5	2	1	4	-19
CC(C)(C)c1cc(C(=O)N2CCc3ccccc32)ccn1	6	30	1	7	-0.9	-16	12	-4	4
O=C(Nc1cccc(O)c1)N1CCOCC1	6	6	1	8	-0.5	13	-7	0	2
O=C(O)CC(=O)Nc1ccc(Oc2ccc(C(F)(F)F)cn2)c(Cl)c1	4	9	-2	9	0.9	15	1	1	1
CCOC(=O)C1CCN(C(=O)C2CCN(S(=O)(=O)CC)CC2)CC1	2	-4	1	12	-2.4	10	-6	34	7
CN1CCN(c2ccc([N+](=O)[O-])cc2C(=O)c2ccc(Cl)cc2)CC1	46	7	0	50*	-1.8	-38	2	6	9
COc1cc(CNCCO)ccc1OC1CCCC1	11	11	1	22	-0.4	3	-10	-6	-2
OC(CN1CCN(c2ccc(F)cc2)CC1)c1ccc(Cl)cc1 (configuration not stated)	14	16	-8	17	-1.1	13	21	-4	1
COc1ccc(Nc2nc(N3CCOCC3)nc(N3CCOCC3)n2)cc1Cl	-30	7	2	61*	0.1	10	-5	11	-15
Cc1cc(C(F)F)n2nc(C(=O)Nc3cccc(S(=O)(=O)N4CCOCC4)c3)nc2n1	10	3	-4	17	-0.3	-7	4	-4	8
COc1ccc(C(=O)OCCc2sc[n+](CC(=O)c3ccccc3)c2C)cc1	4	29	0	-20	2.4	1	8	12	6
COc1ccc(-n2c(COc3ccc(C)cc3)nnc2SCc2ccc(C#N)cc2)cc1	20	-5	-2	12	8.3	-13	34	7	10
CN1C(=O)[C@H]2[C@@H](C3CC3)N3C(=O)CN(Cc4ccccn4)C(=O)[C@@]3(Cc3ccccc3)[C@H]2C1=O	6	-7	-1	-15	0.0	-2	-17	-3	7
COc1cc(/C=C/C(=O)Nc2nnc(C(C)(C)C)s2)cc(OC)c1OC	-2	1	1	15	2.8	-39	-18	-3	-7
O=C(N/N=C/c1ccc([N+](=O)[O-])cc1)c1cc(C2CC2)nc2ccccc12	13	-7	-1	44	-0.3	3	-12	2	-4
OCCNc1nc(Nc2ccc(Br)cc2)nc2ccccc12	1	-17	41*	70*	76*	-11	/	32	/
COc1ccc(CC2C(=O)OC(C)(C)OC2=O)c(Cl)c1OC	1	0	-3	25	0.5	17	6	-24	-12
Cc1cc(C)nc(NC2=NCC(=O)N2c2ccccc2)n1	9	-1	1	24	1.4	27	-5	2	0
O=C(Cn1nnc(-c2ccccc2NC(=O)c2ccccc2F)n1)NCc1ccco1	3	-3	19	50*	2.9	13	1	4	4
COc1cc(-c2cc(=O)c3c(O)c(OC)c(OC)c(O)c3o2)ccc1O	-42	1	10	6	-1.9	0	-4	5	-17
CCN(CC)S(=O)(=O)c1cccc(-c2nnc(SCC(=O)c3cc(C)n(C4CC4)c3C)o2)c1	-3	16	-2	26	-1.1	-9	-1	13	4
O=C(COC(=O)COc1ccccc1[N+](=O)[O-])Nc1ccc2c(c1)OCO2	3	1	-1	13	1.5	10	-4	1	-1
O=C(c1ccccc1)N1CCN(C(=O)C2CC2)CC1	-7	11	0	-4	2.9	-2	17	-6	-14
N#CC1C(C#N)N2CCCN2C1c1ccc(Cl)cc1 (configuration not stated)	-1	12	2	1	2.1	22	7	2	6
Cc1ccc(C2=NN=C(NC(=O)C(F)(F)F)SC2)cc1	/	12	/	/	/	/	5	-7	8
O=C(NCC(=O)N1CCN(c2ccccc2O)CC1)c1ccco1	-6	2	-4	-12	3.2	12	-13	-12	-10
Cc1ccc(C)c(N(CC(=O)NC2CCCC2)C(=O)c2csnn2)c1	-2	5	0	-6	0.6	-10	3	-3	8
COc1ccc(/C=N/NC(=O)c2ccn[nH]2)cc1COc1ccc(Cl)cc1Cl	17	-4	3	17	-0.1	2	-7	6	0
